Assay outcomes: PubChem, The Scripps Research Institute Molecular Screening Center
TTR transcr act: activators of transthyretin transcription | 92,000 compounds, 1.3% hits | AID 1117267 | SH-SY5Y TTR promoter Gaussia luciferase, luminescence; 100% = recombinant luciferase protein wells | activation, % at 16.7 µM;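 active = activation above the mean of all tested compounds plus 3 SD, cut at about 9.5% in these data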;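 note: cells exposed to compounds for one day before reading; 0% = median of all test compound wells on the plate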
* hit, by the source's call. Only part of the results is shown; the hit share may differ from the screen's.

SMILES | TTR transcr act
COc1cc(C=O)ccc1OCCOc1ccccc1[N+](=O)[O-] | 0.0
Cc1ccc(N2CCN(C(=O)N3CCOCC3)CC2)cc1C | 4.9
O=c1cc(-c2ccccc2F)nc(-c2ccccc2F)o1 | 1.3
CCOC(=O)Nc1cccc2c1-c1ccc([N+](=O)[O-])cc1C2=O | 2.9
CN(C)c1ccc(C(=O)N2CCNC(=O)C2CC(=O)Nc2ccc(F)cc2)cc1 (configuration not stated) | -0.5
O=C(N[C@@H](Cc1ccc(O)cc1)C(=O)O)C(c1ccccc1)c1ccccc1 | 1.1
O=C(NCc1ccccc1)C(c1ccco1)N(C(=O)c1csnn1)c1ccccc1 (configuration not stated) | -0.1
O=C(Nc1nccs1)c1csc2c1CCCC2 | 1.9
O=C(O)CCn1c(SCCOc2ccccc2)nc2ccccc21 | 2.9
CC1(C)Cc2ccccc2C(C(Cc2ccccc2)C(N)=O)=N1 (configuration not stated) | 1.7
COc1ccccc1NC(=O)CSc1ccc2nnc(-c3cccnc3)n2n1 | -0.4
COc1ccc(Br)c(C(=O)OCC(=O)N2CCC(Cc3ccccc3)CC2)c1 | 2.5
CN(C)c1ccc(C=NNC(=O)c2cccc3ccccc23)c(Cl)c1 | -1.7
CC(C)(C)OC(=O)NCc1ccc(CNC(=O)c2[nH]cnc2C(=O)N[C@@H](Cc2ccccc2)C(=O)OCc2ccccc2)cc1 | -3.7
CCOc1ncccc1C(=O)N(CCC(C)C)c1c(N)n(Cc2ccccc2)c(=O)[nH]c1=O | 17.4*
CCC(NC(=O)C1CCC1)c1ccccc1 (configuration not stated) | -1.9
Cc1ccc(NS(=O)(=O)c2ccc(CCC(=O)NC3CC3)cc2)cc1 | -0.4
O=C(NC1CCCCC1)c1ccc(CS(=O)(=O)Cc2ccccc2F)o1 | 4.2
CC(Sc1nc(-c2ccccc2)cc(=O)[nH]1)C(=O)O (configuration not stated) | -1.8
O=C(Nc1ccc(Cl)cc1)C1CCCN(c2ncnc3c2nc2n3CCCCC2)C1 (configuration not stated) | -1.8

Some of these compounds in order of molecular weight, rising.
SMILES | TTR transcr act
O=C(Nc1nccs1)c1csc2c1CCCC2 | 1.9
COc1ccccc1NC(=O)CSc1ccc2nnc(-c3cccnc3)n2n1 | -0.4
CN(C)c1ccc(C(=O)N2CCNC(=O)C2CC(=O)Nc2ccc(F)cc2)cc1 (configuration not stated) | -0.5
CCOc1ncccc1C(=O)N(CCC(C)C)c1c(N)n(Cc2ccccc2)c(=O)[nH]c1=O | 17.4*

More entries.
SMILES | TTR transcr act
COC(=O)c1ccc(NC(=O)Nc2ccc3c(c2)nc(C)n3C)cc1 | -0.4
C[C@H](CO)N1C[C@H](C)[C@@H](CN(C)Cc2ccccc2)Oc2c(NS(=O)(=O)c3ccccc3)cccc2C1=O | -3.5
COc1cc(OC)c(OC)cc1CN(C)CC1CCCN(CCc2ccccc2F)C1 (configuration not stated) | -0.7
CSCCC(NC(=O)COc1ccccc1)C(=O)OCCOc1ccc(C)cc1 (configuration not stated) | -1.2
CCOc1ccc(NS(=O)(=O)c2cccc(C(=O)N3CCN(C/C=C/c4ccccc4)CC3)c2)cc1 | -1.4
CC1(C)CNC(=O)c2sc(NC(=O)c3ccccc3)nc2C1 | -1.5
COc1ccc(-c2csc(NC3OC(=O)c4c3ccc(OC)c4OC)n2)cc1OC (configuration not stated) | -2.8
COc1cc2oc(=O)cc(CN3CCCCCCC3)c2cc1Cl | 1.0
Cn1cc(C(=O)N2CCc3ccccc3C2)c(=O)c2cc(S(=O)(=O)N3CCOCC3)ccc21 | 0.5
Cc1ccc(S(=O)(=O)N2C[C@@H]3CCCC[C@@H]3[C@@H](C)[C@H]2CC(=O)c2ccccc2)cc1 | 0.1
CCCCOc1ccc(C(=O)N=c2sccn2C)cc1OC | 4.3
Cc1occc1C(=O)Nc1ccc(Br)cc1F | -0.6
CCCc1nn(-c2cc(Cl)ccc2OC)c2c1C(=O)CC(C)(C)C2 | 0.7
C/C(=N\NC(=O)CC1N=C(Cc2ccccc2)NNC1=O)c1ccncc1 (configuration not stated) | 0.7
CN(Cc1c(F)cccc1Cl)C(=O)c1cnc2ccccc2n1 | 1.6
C/C(=N\N=C(N)N)c1cccc([N+](=O)[O-])c1 | 1.3
C=CCn1c(SCC(=O)Nc2ccc(Br)cc2)nc(O)cc1=O | 0.1
Cc1nc(SCC(=O)NCC(F)(F)F)c2c(-c3cccs3)csc2n1 | -2.6
Cc1ccc2c(ccc(=S)n2C)c1 | 2.2
COC(=O)c1cccc(Cn2ccc3ccc(-c4ccc5ccn(Cc6cccc(C(=O)OC)c6)c5c4)cc32)c1 | 0.7

Entries listed so far printed as active in TTR transcr act.
SMILES | TTR transcr act
CCOc1ncccc1C(=O)N(CCC(C)C)c1c(N)n(Cc2ccccc2)c(=O)[nH]c1=O | 17.4*

Further results:
SMILES | TTR transcr act
C[N+]1(CC#CC(O)(c2ccccc2)c2ccccc2)CCCC1 | 2.0
CC/C(=N\NC(=O)c1ccc(-c2ccccc2)cc1)C12CC3CC(CC(C3)C1)C2 | -0.2
COc1cc(C(=O)NC2CCCc3ccccc32)cc(OC)c1OC (configuration not stated) | -1.2
Cc1cn(C2CC(O)C(CO)O2)c(=O)n(CCCc2ccccc2)c1=O (configuration not stated) | 1.9
Cc1ccccc1C(=O)NC1CCN(Cc2nnnn2Cc2ccccc2)CC1 | 1.6
CCOC(=O)C1(C)C=C(Nc2cccc(OC)c2)C(=O)N1c1ccccc1 (configuration not stated) | -0.5
Cc1cccc2nc(CSc3ccc(Cl)cc3)cn12 | 1.8
CCC12CN3CC(CC)(CN(C1)C3c1ccc([N+](=O)[O-])o1)C2=O (configuration not stated) | 0.4
CCOc1ccc(NC(=O)C2Cc3ccccc3CN2S(=O)(=O)CC)cc1 (configuration not stated) | 19.9*
Cc1cc(C)cc(NC(=O)Cn2cnc3c(nnn3Cc3ccc(F)cc3)c2=O)c1 | -1.2
O=C(CCCNS(=O)(=O)c1cccc2nsnc12)NCc1ccc(F)cc1 | -1.8
COC(=O)[C@@H]1C2CCC(C(=O)Nc3ccccc3)(CC2)[C@@H]1C(=O)OC | 0.6
O=C(Cc1cccc(NC(=O)C2CCN(C(=O)C3CCCCC3)CC2)c1)Nc1cccc(C(=O)N2CCOCC2)c1 | -1.1
CC(=O)c1ccc(N2CCN(C(=O)Nc3ccc(F)cc3F)CC2)cc1 | 1.8
CC(=O)c1c(Nc2cccc(F)c2)oc(C)cc1=O | 4.0
COc1ccc(CCC(C)N2CCOCC2)cc1 (configuration not stated) | 0.9
Nc1c(C(=O)N/N=C/c2ccccc2)cnn1-c1ccccc1 | 0.8
CCn1nnnc1SCC(=O)N1CCN(Cc2ccc3c(c2)OCCO3)CC1 | 1.5
CCOC(=O)c1c(NC(=O)Cn2nc(C(F)(F)F)cc2C)sc2c1CCC2 | 0.9
NS(=O)(=O)c1ccc(CCNC(=O)C2CCCN2S(=O)(=O)c2cccc3nsnc23)cc1 (configuration not stated) | -1.6

Structures from the list above containing a COOH group (3):
SMILES | TTR transcr act
O=C(N[C@@H](Cc1ccc(O)cc1)C(=O)O)C(c1ccccc1)c1ccccc1 | 1.1
O=C(O)CCn1c(SCCOc2ccccc2)nc2ccccc21 | 2.9
CC(Sc1nc(-c2ccccc2)cc(=O)[nH]1)C(=O)O (configuration not stated) | -1.8

(more compounds)
SMILES | TTR transcr act
Cc1cc(N/N=C/c2ccc(F)cc2)nc(NCc2ccccc2)n1 | -1.5
CC(CCc1ccccc1)NC(=O)COC(=O)C1CCC(C(C)(C)C)CC1 (configuration not stated) | -0.2
COc1ccc(OC)c(NS(=O)(=O)c2ccc(N3CCCC3=O)cc2)c1 | -4.2
O=C1C=C(N2CCCCC2)C2(CCCCC2)O1 | 2.9
Cc1cc(C(=O)Cn2nc(C(=O)O)c3ccccc3c2=O)c(C)n1CCc1ccc(Cl)cc1 | -2.2
CCN1C(=O)C(=O)N(CC(=O)N2CCN(c3ccccc3)CC2)C1=O | -0.1
Cc1cccc(NC(=O)CCCSc2nc3ccccc3[nH]2)c1 | 1.1
CCOc1ccccc1CN1CCC(O)CC1 | 1.6
CC1CCCN(S(=O)(=O)c2ccc(Br)s2)C1 (configuration not stated) | -0.5
CCCCc1cc(=O)oc2cc(OCc3cc(OC)c(OC)c(OC)c3)c(Cl)cc12 | 3.7
CCn1c(=O)cc(SCC(=O)N2CCN(Cc3ccc4c(c3)OCO4)CC2)c2ccccc21 | 1.3
CCOC(=O)c1c(NC(=S)NNS(=O)(=O)c2ccc(Br)cc2)sc2c1CCCCC2 | 4.2
Cc1ccc(-n2c(=O)[nH]cc(C(=O)N3CCc4ccccc43)c2=O)cc1C | 0.9
COc1ccc(C(=O)Nc2ccc(N3CCN(C)CC3)cc2)cc1OC | 4.2
CC1(c2nnc(-c3cccc(Cl)c3)o2)CC(c2ccccc2F)=NO1 (configuration not stated) | -0.2
O=C(NNc1c2ccccc2nc2ccccc12)C(O)c1ccccc1 (configuration not stated) | 1.6
Cc1ccc2nc(CC(O)(c3ccccc3)c3ccccc3)ccc2c1 | 1.0
COc1ccc(S(=O)(=O)c2nnn(-c3ccccc3Cl)c2N)cc1 | 0.0
O=C(Nc1ccccc1)NC1CCCCCCC1 | -1.0
CN(CC(=O)Nc1ccc(S(N)(=O)=O)cc1)Cc1ccccc1F | 16.1*

Brought forward from above: 4 entries, then new ones.
SMILES | TTR transcr act
Cc1ccc2nc(CC(O)(c3ccccc3)c3ccccc3)ccc2c1 | 1.0
COc1ccc(S(=O)(=O)c2nnn(-c3ccccc3Cl)c2N)cc1 | 0.0
O=C(Nc1ccccc1)NC1CCCCCCC1 | -1.0
CN(CC(=O)Nc1ccc(S(N)(=O)=O)cc1)Cc1ccccc1F | 16.1*
CN(C)c1ccc(/C=N/NC(=O)c2sccc2-n2cccc2)cc1 | -1.5
COC(=O)CSC1=C(C#N)C(c2ccc(F)cc2)CC(=O)N1 (configuration not stated) | -2.6
CCOC(=O)CSc1nc2ccccc2c(=O)n1C1CCCC1 | -2.1
CN(CCN1CCOCC1)C(=O)c1cc(COc2ccc(F)cc2Cl)on1 | 2.0
CCCCn1c(=O)n(CC(=O)Nc2c(CC)cccc2CC)c(=O)c2c1nc(CO)n2CCC | -4.0
S=C(NCc1ccccn1)Nc1ccc(Cl)c(Cl)c1 | 6.3
Cn1c(=O)c2c(ncn2CC(=O)N/N=C/c2ccco2)n(C)c1=O | 0.5
CCOc1cc(OCC)cc(C(=O)N2CCC[C@H]2C(=O)N2CCC[C@H]2C(=O)N[C@@H](C)c2ccccc2)c1 | 3.4
Cc1ccc(NC(=O)C2=C(O)c3ccccc3N(C)S2(=O)=O)cc1 | -3.1
O=C(O)c1cccc2c1C(=O)c1cc([N+](=O)[O-])ccc1-2 | 0.3
O=C(Nc1ccccc1Cl)c1cc(C2CCCN(C(=O)c3cccs3)C2)on1 (configuration not stated) | 1.8
COc1c2ccoc2nc2c(OC)c(O)ccc12 | -2.1
CN(C(=O)c1ccccc1-c1ccccc1C(=O)O)c1ccccc1 | -0.9
CCN(CC)CCN(C(=O)c1ccc2c(c1)OCCO2)c1nc2cc(C)cc(C)c2s1 | 0.2
O=C(Nc1ccc2ccccc2c1)C(=O)C1C(=O)Nc2ccccc21 (configuration not stated) | 0.4
COc1ccc(/C=N/Nc2ccccc2)cc1Cn1nc(C)c([N+](=O)[O-])c1C | 12.9*
CCc1ccc(Nc2nnc(SCC(=O)N(C)CC(=O)Nc3ccccc3CC)s2)cc1 | 0.3
O=C(CCN1CCCCC1)NCC1OCCc2ccccc21 (configuration not stated) | 7.0
Cc1cnc(NC(=O)Cc2ccc(S(=O)(=O)N3CCOCC3)s2)s1 | 3.3
Cc1ccc(C(=O)OCc2ccc3c(c2)OCO3)cc1S(=O)(=O)N1CCCCC1 | -2.6
CCc1ccc(N(CC(=O)N2CCCCCC2)S(C)(=O)=O)cc1 | -0.6
CCOc1ccc(/C=N/OCC(=O)Nc2ccc(OCc3ccccc3)cc2)cc1OC | 5.1
Cc1ccc(NC(=O)c2cccc(OC(F)F)c2)c(OC(F)F)c1 | 2.4
CC(=O)c1ccc(OC(=O)COc2ccccc2)cc1 | -0.6
CC(C)N1C(=O)C(O)(C2COC(C)(C)CC2=O)c2ccccc21 (configuration not stated) | 3.7
CCOC(=O)N1CCN(C(=O)CSc2nc(CC)nc3c2c(=O)n(C)c(=O)n3C)CC1 | 0.5
COc1ccc(CCNC(=O)CSc2ncc(C(=O)Nc3ccccc3)c(=O)n2C)cc1 | 2.6
C=CCNc1ncnc2c1[nH]c1ccc(Cl)cc12 | -1.5
COc1cc(C(=O)NC2CC(C)CC(C)(C)C2)cc(OC)c1OC (configuration not stated) | -0.7
Cc1cc(C)c2nc(Nc3nc(CSc4nc5ccccc5[nH]4)cc(=O)[nH]3)nc(C)c2c1 | -2.0
O=C(CS(=O)(=O)c1cn(CC(=O)N2CCOCC2)c2ccccc12)NCc1ccc(F)cc1 | 5.3
CCN1C[C@@H]2[C@@H]3C(=O)N(Cc4ccccc4)C(=O)[C@@H]3[C@](CC)(C1=O)N2C(=O)c1ccc(C(F)(F)F)cc1 | -2.5
CC1CCCC(NC(=O)c2cc(S(=O)(=O)N3CCCCC3)c[nH]2)C1C (configuration not stated) | 0.0
CN(C)c1ccc(C2Nc3ccccc3C(=O)N2NS(=O)(=O)c2ccccc2)cc1 (configuration not stated) | -2.0
CCCN=C1N(CC)C[C@@H]2[C@@H]3C(=O)N(Cc4ccccc4)C(=O)[C@@H]3[C@](C)(C(=O)OC)N12 | 0.4
COCCN1C=C(C(=O)OC)C(c2cc(Br)c(OC)c(OC)c2)C(C(=O)OC)=C1 | -1.7
COc1ccc(C(=O)COC(=O)c2ccc3c(c2)OCO3)c(OC)c1 | -1.3
CCc1ccc(-n2cc(-c3ccc([N+](=O)[O-])cc3)[nH]c2=S)cc1 | 1.2
CCOc1ccc2[nH]c(=O)c(CN(CCO)C(=O)c3ccc(Br)cc3)cc2c1 | 1.4
CCCOc1ccc(F)cc1-c1cc(C(=O)Nc2ccccc2)[nH]n1 | -2.3
O=S(=O)(c1ccc(Cl)cc1)N1CCCC1c1nc2ccccc2s1 (configuration not stated) | 3.2
Cc1ccc(CNC(=O)Cn2ccc(NC(=O)OCc3ccccc3)nc2=O)o1 | -1.2
